ssDAF12 agonist: S. stercoralis DAF-12 activation, primary screen; HEK293 ssDAF-12/GRIP1 lit1-tk-luc reporter, luminescence; % of 3 µM dafachronic acid response; activation, % at 6.8 µM; 1% of 370,000 active;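 active = activation above the mean over all tested compounds plus 3 SD, cut at about 0.9% in these data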;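 note: 0% = DMSO-only wells and 100% = 3 µM delta7-dafachronic acid wells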
hcDAF-12 act: activates DAF-12 receptor from parasite H. contortus; HEK293 hcDAF-12 lit1-tk-luc reporter, luminescence; 0% DMSO, 100% Δ7-dafachronic acid; activation, % at 6.8 µM; 1.4% of 370,000 active; AID 652067;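 active = activation above the mean of all tested compounds plus 3 SD, cut at about 5.5% in these data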;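 note: 100% = response to 3 µM Δ7-dafachronic acid high control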
PLCg1 inh: blocks human PLC-gamma1 enzyme activity; 0.84% of 370,000 active; P19174; purified PLC-gamma1, fluorogenic substrate, fluorescence; inhibition, % at 12.2 µM; AID 720700; in the data active = inhibition above about 9.5%
Target sequence (P19174 whole entry, looked up): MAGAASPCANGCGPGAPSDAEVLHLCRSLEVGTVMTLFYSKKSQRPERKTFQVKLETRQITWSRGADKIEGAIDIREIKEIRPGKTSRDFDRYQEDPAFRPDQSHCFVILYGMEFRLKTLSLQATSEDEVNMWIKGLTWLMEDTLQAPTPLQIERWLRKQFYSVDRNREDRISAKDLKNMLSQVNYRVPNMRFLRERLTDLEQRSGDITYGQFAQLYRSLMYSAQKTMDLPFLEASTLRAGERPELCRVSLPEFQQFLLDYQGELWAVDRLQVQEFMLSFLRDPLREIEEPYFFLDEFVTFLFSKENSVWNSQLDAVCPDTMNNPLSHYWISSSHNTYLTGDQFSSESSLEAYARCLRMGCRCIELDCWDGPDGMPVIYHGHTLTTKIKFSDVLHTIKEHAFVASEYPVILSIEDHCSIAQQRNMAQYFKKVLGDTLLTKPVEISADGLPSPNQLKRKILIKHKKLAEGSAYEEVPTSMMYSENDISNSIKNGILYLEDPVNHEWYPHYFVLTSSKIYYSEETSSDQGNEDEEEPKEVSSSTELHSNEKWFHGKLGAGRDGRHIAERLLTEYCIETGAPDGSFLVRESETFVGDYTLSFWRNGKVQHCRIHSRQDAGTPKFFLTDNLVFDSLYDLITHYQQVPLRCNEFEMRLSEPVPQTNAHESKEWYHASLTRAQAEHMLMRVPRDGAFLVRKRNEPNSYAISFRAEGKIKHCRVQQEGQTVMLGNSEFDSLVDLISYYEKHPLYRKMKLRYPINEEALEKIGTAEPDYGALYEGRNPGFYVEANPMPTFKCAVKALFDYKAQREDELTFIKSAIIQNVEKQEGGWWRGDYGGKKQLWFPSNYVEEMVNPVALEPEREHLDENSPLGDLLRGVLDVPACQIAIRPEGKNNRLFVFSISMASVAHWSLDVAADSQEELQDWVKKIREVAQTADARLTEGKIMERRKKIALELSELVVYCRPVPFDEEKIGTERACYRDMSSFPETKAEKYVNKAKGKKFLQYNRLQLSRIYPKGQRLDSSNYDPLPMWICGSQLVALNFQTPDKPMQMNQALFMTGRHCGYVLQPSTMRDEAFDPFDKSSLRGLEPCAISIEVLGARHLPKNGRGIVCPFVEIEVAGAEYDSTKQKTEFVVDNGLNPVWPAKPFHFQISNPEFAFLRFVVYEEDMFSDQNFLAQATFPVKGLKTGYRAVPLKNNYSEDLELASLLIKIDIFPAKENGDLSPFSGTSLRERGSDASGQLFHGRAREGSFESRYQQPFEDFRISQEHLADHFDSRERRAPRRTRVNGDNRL
PLCb3 inh: blocks human PLC-beta3 enzyme activity; 0.18% of 370,000 active; inhibition, % at 12.2 µM; Purified PLC-beta3, fluorogenic substrate, fluorescence; Q01970; in the data active = inhibition above about 11%;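 note: 0% = median of compound wells on plate and 100% = full blocker control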
DAX1 inh-1: DAX1 (NR0B1) inhibition, primary screen | HEK293T StAR-luciferase reporter, SF-1/DAX-1 repression relief | inhibition, % at 6.8 µM | 1.1% of 370,000 active | AID 652010;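 active = inhibition above the mean over all tested compounds plus 3 SD, cut at about 3.6% in these data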;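 note: 0% = DAX-1 cells with DMSO and 100% = cells lacking DAX-1 with DMSO; higher inhibition means more luminescence from relief of DAX-1 repression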
ADAM17 inh: ADAM17 inhibition, QFRET primary screen. P78536. recombinant ADAM17, EDANS/DABCYL FRET peptide cleavage. inhibition, % at 6.95 µM. 0.83% of 370,000 active;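 active = inhibition above the mean of compounds lying between control limits plus 3 SD, set per campaign, cut at about 8.5% in these data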;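 note: 0% = DMSO-only wells as the low control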
hgDAF12 agonist: hgDAF-12 agonism, primary luciferase screen; activation, % at 6.8 µM; 1.8% of 370,000 active; HEK293 GAL4-hgDAF12 UAS-luciferase reporter, agonist luminescence; normalized to butyrate control; AID 687014;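 active = activation above a cutoff set at the mean of all screened compounds plus 3 SD, cut at about 10% in these data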;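 note: 0% = DMSO wells and 100% = sodium butyrate wells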
SMARCA2 act: SMARCA2 function activation, primary screen; 1% of 370,000 active; AID 652017; MG213 cells, MMTV-luciferase reporter, dexamethasone, overnight; activation, % at 9.1 µM; in the data active = activation above about 7.8%;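 note: 0% = vehicle wells and 100% = reference activator wells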
DAX1 inh-2: inhibitors of human orphan nuclear receptor DAX1 (NR0B1). HEK293 Gal4-DAX1 luciferase reporter, luminescence. inhibition, % at 6.75 µM. 0.99% of 340,000 active. AID 504766;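 active = inhibition above the mean over all tested compounds plus 3 SD, cut at about 4.2% in these data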;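 note: 0% = DAX1-transfected cells with DMSO and 100% = empty-vector control cells with DMSO; inhibition shows as a rise in luminescence from relieved DAX1 repression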
MBD2 inh: blocks human MBD2 binding to methylated DNA; Q9UBB5; TR-FRET, MBD2 binding to methylated oligonucleotide; inhibition, % at 4.4 µM; 0.31% of 370,000 active; AID 686964; in the data active = inhibition above about 13%
NR1D1 modulator: modulates human Rev-erb alpha binding to DNA | Rev-erbα–FITC-DNA binding, fluorescence polarization, 90 min | 0.79% of 370,000 active | activity, % at 10 µM | P20393;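 active = activity above about 14%, limit read from the data; passing the limit was not always enough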;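 note: 0% = DMSO wells with 35 nM protein and 100% = DMSO wells with 750 nM protein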
Active calls of the source: *; i = inactive; · = not tested or not shown.

SMILES	ssDAF12 agonist	hcDAF-12 act	PLCg1 inh	PLCb3 inh	DAX1 inh-1	ADAM17 inh	hgDAF12 agonist	SMARCA2 act	DAX1 inh-2	MBD2 inh	NR1D1 modulator
CCCC(=O)N(c1ccc2oc(C)c(C(C)=O)c2c1)S(=O)(=O)c1ccc(C)c([N+](=O)[O-])c1	-1.9	-0.9	2	3	0.2	2	-1.4	3	0.0	-3	-6
O=C(CSc1ccccc1)Nc1ccc2c(c1)C(=O)NC2=O	-1.1	-0.6	0	-15	-0.6	-2	-1.0	-5	0.6	2	7
Oc1cccc(-c2nnc(-c3cccc(O)c3)nn2)c1	2.3*	12*	1	1	4.1*	0	1.8	1	-5.4	-3	2
CCOP(=O)(OCC)/C(C#N)=C/c1cc(OC)ccc1OC	-1.2	0.3	-144	-205	-0.2	-33	0.0	-1	-0.4	-7	5
CCCC(=O)Nc1ccc2nn(-c3ccc(OC)cc3)nc2c1	-1.2	-0.7	i	i	0.8	i	6.6	0	0.7	-5	-8
Cc1ccc(S(=O)(=O)N2CCOCC2)cc1NC(=O)CN1CCN(C)CC1	-0.7	2.4	1	-5	-0.4	0	-1.1	1	0.1	-5	-1
Cn1ccnc1SCC(=O)c1ccc(O)cc1	-1.5	2.1	1	-6	1.0	-5	4.3	1	0.7	-4	1
COc1ccc(-c2nc(-c3ccc(Br)cc3)no2)c(OC)c1	1.0*	3.9	3	-2	2.7	0	12*	5	3.7	1	14
CC(Sc1nc(NCc2ccccc2)nc(N(C)C)n1)C(=O)Nc1ccccc1 (stereo unspecified)	-1.8	-2.0	3	1	-0.7	5	-1.5	-2	-0.2	1	3
Clc1ccccc1N=C1NN=C(c2cccs2)CS1	1.3*	10*	0	1	7.2*	-2	18*	3	3.8	-1	3
COc1ccc(CN2CCC(CO)(CCOc3ccccc3)CC2)cc1C	-0.8	-1.6	-1	-5	0.2	-2	-3.5	0	2.2	-9	6
CCN1CCN(CC(O)COc2ccc3c(c2)CCC3)CC1 (stereo unspecified)	-1.0	-1.2	2	-1	-0.6	3	0.4	-3	0.8	1	-6
CCC(CC)c1nnc(NC(=O)CCNC(=O)c2ccccc2Cl)s1	-0.8	0.5	-1	-4	1.0	0	3.8	0	1.4	0	-4
O=c1ccn(CCOc2ccc(Cl)cc2)c(=O)[nH]1	-1.4	-1.8	1	0	-0.3	-3	1.0	1	-0.4	0	2
CC(C)(C)C1CCC(=NNC(=O)C(=O)NCc2ccco2)CC1 (stereo unspecified)	-1.2	1.1	0	1	0.4	0	-2.0	-2	0.7	-8	-4
CC1(c2nnc(-c3ccncc3)o2)CC(c2ccccc2)=NO1 (stereo unspecified)	-0.7	-0.7	-1	2	-0.7	-1	0.0	1	-0.8	-4	1
CC(OC(=O)Nc1cccc(Cl)c1)C(=O)O (stereo unspecified)	-1.1	-0.3	5	1	-0.1	1	-0.3	7	0.4	-7	4
COC(=O)[C@H](Cc1ccccc1)NCCCn1cnc(C(=O)Nc2ccc(C)c(C)c2)n1	-0.8	-1.7	-1	-4	1.4	-5	-0.7	-3	-1.0	8	6
O=C(COC(=O)c1cc(S(=O)(=O)N2CCCCC2)ccc1N1CCOCC1)c1ccccc1Cl	-0.8	-0.9	2	-3	-1.0	3	-1.8	-2	-0.4	2	-2
Cn1cccc1C(C#N)c1ccccc1C#N (stereo unspecified)	-1.5	-1.3	-7	-7	-0.4	2	0.4	0	-0.9	-1	-7
O=C(Nc1cccc(Oc2ccc3c(c2)C(=O)NC3=O)c1)c1cccs1	-1.3	-2.6	1	1	-0.2	1	-2.1	-2	-0.5	0	2
O=C(NC1=NCCS1)C1CC(=O)N(c2ccc(F)cc2)C1 (stereo unspecified)	-1.2	-0.9	-1	-1	-0.5	-4	0.7	-4	0.5	-5	0
CCOC(=O)C1=C(C)N(C[C@@H]2CC[C@@H](Cc3ccc(-c4ccccc4)cc3)O2)C(=O)NC1c1ccc(C(F)(F)F)cc1 (stereo partly specified)	-0.9	-0.1	1	-2	0.7	-5	2.9	-3	-0.2	3	0
CCC(OC(=O)c1nsc(Cl)c1Cl)C(=O)NCC1CCCO1 (stereo unspecified)	-0.7	0.6	1	-7	-0.1	-2	-1.0	-1	3.1	2	0
O=C(N/N=C/c1ccccc1OCc1ccccc1)c1cccs1	-0.9	-0.2	-7	-9	0.3	7	8.4	7.9*	0.0	-1	-4
Cc1nc(NC(=O)CSc2ccccc2N)sc1C	-0.5	0.9	3	-1	0.4	-5	-0.3	-1	·	0	-5
COc1cccc(N2CCN(C(=O)c3ccc4ccccc4c3)CC2)c1	-0.6	1.0	-7	-14	0.1	0	2.4	1	0.6	4	-4
CCOc1ccc(Nc2cc(C)nc(-n3nc(C)cc3C)n2)cc1	-1.5	-2.5	2	2	-1.2	-2	-4.6	-5	-3.5	2	3
COc1cccc(OCc2ccc(C(=O)NCC3CCCO3)cc2)c1 (stereo unspecified)	-1.5	-1.1	1	-2	-0.7	1	0.0	-1	1.9	2	3
O=C(c1ccsc1)N1CCCC(N2CCN(c3cccc(C(F)(F)F)c3)CC2)C1 (stereo unspecified)	-1.4	-2.2	-1	-8	-5.2	-2	-1.1	-1	-1.3	4	4
CC(=O)c1sc(NC(=O)CS(=O)(=O)c2ccccc2)nc1-c1ccccc1	-0.6	0.1	-18	-31	0.3	-1	1.4	0	2.7	5	-1
CC(C)c1cccc(-c2ccc3c(c2)S(=O)(=O)c2cccc(C(=O)O)c2C3=O)c1	-1.3	-0.7	-2	-4	-0.4	1	-0.2	1	1.8	-3	0
O=C(Nc1ccccc1)c1nc[nH]c1C(=O)NCCN(CCNC(=O)c1[nH]cnc1C(=O)Nc1ccccc1)CCNC(=O)c1[nH]cnc1C(=O)Nc1ccccc1	-0.3	-0.1	3	3	0.0	3	1.2	2	-0.2	-5	-7
Cn1c(SCC(=O)N2CCc3ccccc32)nnc1-c1ccc(S(=O)(=O)N2CCCC2)cc1	0.1	2.0	-1	-4	-0.1	-3	2.0	-1	-0.1	4	1
Cc1cc(F)ccc1-c1cc(C(=O)NC2CCCCC2)[nH]n1	-0.5	0.2	0	1	1.6	0	6.8	0	·	-2	0
O=C(NCc1ccc2c(c1)OCO2)c1ccc(COc2cccc(Cl)c2)o1	-1.2	0.5	3	1	-0.3	4	-0.5	-2	-1.5	-2	1

Some entries already given with just hgDAF12 agonist:
molecule	hgDAF12 agonist
Oc1cccc(-c2nnc(-c3cccc(O)c3)nn2)c1	1.8
CCOP(=O)(OCC)/C(C#N)=C/c1cc(OC)ccc1OC	0.0
CCCC(=O)Nc1ccc2nn(-c3ccc(OC)cc3)nc2c1	6.6

(more compounds)
SMILES	ssDAF12 agonist	hcDAF-12 act	PLCg1 inh	PLCb3 inh	DAX1 inh-1	ADAM17 inh	hgDAF12 agonist	SMARCA2 act	DAX1 inh-2	MBD2 inh	NR1D1 modulator
O=C(c1ccc2nc3ccc(Cl)cc3c(=O)n2c1)N1CCOCC1	-0.1	4.2	-374	i	0.1	-164	1.7	0	-0.1	-1	-3
COc1ccc(NC(=O)c2cc3c([nH]c4ccccc43)c(C)n2)cc1	-0.9	1.2	-3	-1	0.7	-2	-3.0	0	0.6	-3	2
COc1ccc(/C=N/Nc2nc(Nc3ccccc3)nc(N3CCCC3)n2)cc1[N+](=O)[O-]	-1.1	-0.6	-2	-4	-0.5	-1	0.7	-1	-0.2	2	-5
COc1ccc(N2CCN(C(=O)CN3C(=O)COc4ccccc43)CC2)cc1	-1.2	-1.3	1	-3	0.0	1	-2.9	-3	-0.4	1	0
CCCC(=O)Nc1ccc(Br)c(Cl)c1	-1.7	-0.9	-1	0	-0.5	-2	-1.9	0	-0.9	-2	7
CCc1c(C)nc2ncnn2c1N1CCC(C(=O)Nc2ccccc2)CC1	-2.1	-2.2	-1	-4	-1.3	-2	-4.6	-1	-0.1	6	-1
CC(=O)N1CCN(C(=O)c2ccc(OC3CCN(Cc4ccccn4)CC3)cc2)CC1	-0.4	0.8	-1	-2	-1.1	4	-0.4	0	0.7	-3	1
COc1cccc(NC(=O)Nc2cc(C(=O)O)ccc2N2CC3CC(C2)c2cccc(=O)n2C3)c1 (stereo unspecified)	-0.3	0.2	2	-3	-0.1	3	-0.4	2	1.8	0	-6
COc1ccc(C(=O)NNC2CC(=O)N(Cc3ccc(Cl)cc3)C2=O)cc1OC (stereo unspecified)	-0.7	0.2	0	-4	0.1	0	-2.3	-3	0.2	3	-1
Cc1nc2ccc(Cl)cc2c(-c2ccccc2F)c1CC(=O)O	0.2	2.1	-1	-2	0.4	-1	-2.2	-3	-1.3	-3	-5
CCCCn1nnnc1C(c1ccccc1)N1CCN(c2ncc(C(F)(F)F)cc2Cl)CC1 (stereo unspecified)	-0.7	-1.3	0	4	-0.7	2	-1.6	3	·	-5	-10
O=S(=O)(c1ccccc1F)N1CCN(CCOc2ccccc2)CC1	-1.3	-0.5	3	-3	-1.3	-5	-0.6	0	0.1	3	-1
O=C(Cc1cccc2ccccc12)Nc1ccc2c(c1)C(=O)NC2=O	-1.6	2.1	-14	-16	-0.2	-5	-4.4	-5	-0.2	-5	0
C=CCN(c1ccc(C(N)=O)cc1)S(C)(=O)=O	-0.9	0.7	2	3	0.6	0	0.8	-3	-0.9	3	3
COc1nnc(-c2ccc(C)c(S(=O)(=O)NC(C)C)c2)c2ccccc12	-1.2	-2.6	7	-3	-0.4	1	-4.5	-3	-0.5	-4	8
O=C(c1ccccc1)c1ccc[nH]1	-0.8	-1.0	3	3	-0.3	-3	4.8	-4	0.8	-1	0
C=CCN=C(NC#N)SCc1ccccc1Cl	-1.2	-0.2	2	2	0.1	4	0.1	-1	0.9	-2	-3
CCCCCCC(NC(=O)c1ccc(C)cc1)C(=O)O (stereo unspecified)	-1.7	-0.5	-1	0	-1.1	0	-1.1	-3	-1.6	-2	10
Cn1c(Cn2c(=O)sc3ccccc32)nnc1SCC(N)=O	-0.9	-1.9	-2	2	-0.3	-2	0.7	0	2.6	3	-4
Cc1ccc2nc(-c3ccncc3)cc(C(=O)NCc3ccccc3F)c2c1	-1.0	0.0	-15	-28	-2.8	-27	2.1	0	-0.5	0	0
CCCNC(=O)C1(C)CCCN(C(=O)c2cccc(OC(F)(F)F)c2)C1 (stereo unspecified)	-1.4	-0.5	4	6	0.1	0	-1.0	0	·	-4	-3
CC(=O)c1ccc2c(c1)c1ccccc1n2CC(C)C	-1.3	0.3	-396	i	-0.6	-39	-2.8	-4	-0.7	-2	5
C1=C(c2ccccc2)Nc2nnnn2C1	-0.3	1.1	-150	-194	-0.4	-39	-2.1	-2	1.3	4	-1
N/C(=N\OC(=O)c1ccccc1[N+](=O)[O-])c1ccccn1	0.6	3.4	-1	0	0.7	-4	10*	6	-0.5	1	3
Fc1ccc(CNn2cnnc2SCc2ccc(F)cc2)cc1	-1.2	-1.4	7	-1	-0.7	-1	3.9	-3	-0.7	10	-1
O=C(CN1CCOCC1)Nc1nc(-c2ccc(Cl)cc2)cs1	-1.6	-0.5	2	6	-0.4	-2	-6.1	-2	-1.4	-2	1

Screening data: PubChem, several laboratories
